EP2 antag: inhibitors of human EP2 prostaglandin E2 receptor. C6 glioma cells expressing human EP2, cAMP TR-FRET; cells stimulated with saturating PGE2. actives 0.52% (n = 260,000). inhibition, % at 25 µM. P43116;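 active = percent inhibition above 40 after rounding to a whole number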;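 note: rat C6 glioma host cells with rolipram phosphodiesterase inhibitor present; the protocol text gives 20 µM as final concentration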
Target sequence (P43116 whole entry, looked up): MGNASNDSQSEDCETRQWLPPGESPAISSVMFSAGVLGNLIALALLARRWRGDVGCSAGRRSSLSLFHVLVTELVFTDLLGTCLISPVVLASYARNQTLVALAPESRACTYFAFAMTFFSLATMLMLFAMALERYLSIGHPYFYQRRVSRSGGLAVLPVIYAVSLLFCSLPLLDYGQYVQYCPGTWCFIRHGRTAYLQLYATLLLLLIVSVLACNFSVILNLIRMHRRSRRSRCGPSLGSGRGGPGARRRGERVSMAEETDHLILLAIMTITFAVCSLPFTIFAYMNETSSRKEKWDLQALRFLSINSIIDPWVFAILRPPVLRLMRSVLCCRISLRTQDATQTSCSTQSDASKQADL
PPC-1+TRAIL kill: compounds killing PPC-1 cancer cells with TRAIL present (potentiator screen, no TRAIL-free arm). PPC-1 cells + TRAIL, ATPLite viability luminescence. cell killing (% activity), % at 4 µM. actives 0.41% (n = 220,000);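 active = cell killing above 50% in the first pass at 4 µM, then a duplicate retest at 5 µM averaging 50% or more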;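 note: plate controls were cells with TRAIL plus DMSO for no effect and medium-only wells lacking cells for full effect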
FXIa inh 1536: inhibitors of human coagulation factor XIa; purified FXIa, Boc-Glu-Ala-Arg-AMC fluorogenic substrate; inhibition, % at 5 µM; actives 0.14% (n = 220,000); AID 798;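 active = inhibition of at least 40%; inactive = inhibition below 40%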;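 note: fluorescence of freed AMC excited at 355 nm; 0% = enzyme without compound and 100% = no enzyme blank; many of its hits are not listed in these tables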
Target sequence (P03951 19-387 limits assumed): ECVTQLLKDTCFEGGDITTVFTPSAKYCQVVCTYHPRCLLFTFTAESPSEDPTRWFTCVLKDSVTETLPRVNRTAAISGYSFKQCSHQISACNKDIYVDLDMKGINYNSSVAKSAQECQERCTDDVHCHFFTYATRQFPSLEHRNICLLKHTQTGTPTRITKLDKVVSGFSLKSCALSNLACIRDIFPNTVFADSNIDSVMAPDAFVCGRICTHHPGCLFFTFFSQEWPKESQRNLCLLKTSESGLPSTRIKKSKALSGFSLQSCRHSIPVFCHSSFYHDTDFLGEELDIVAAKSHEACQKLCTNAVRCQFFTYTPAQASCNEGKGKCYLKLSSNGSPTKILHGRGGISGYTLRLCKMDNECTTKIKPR
Target sequence (P03951 388-625 limits assumed): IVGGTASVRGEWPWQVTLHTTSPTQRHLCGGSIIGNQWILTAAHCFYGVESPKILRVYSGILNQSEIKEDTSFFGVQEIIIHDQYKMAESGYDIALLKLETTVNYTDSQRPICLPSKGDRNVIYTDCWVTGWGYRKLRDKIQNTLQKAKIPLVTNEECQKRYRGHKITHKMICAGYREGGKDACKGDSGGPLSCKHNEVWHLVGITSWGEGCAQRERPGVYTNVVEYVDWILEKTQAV
Wee1 stabilizer: blocks degradation of human Wee1 kinase; actives 1.2% (n = 220,000); reporter increase, % at 5 µM; HeLa Luc-Wee1K328M stability, luciferase luminescence; 100% = proteasome inhibitor MG132 effect; AID 1321; P30291;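 active = activation above the mean of all tested compounds plus 3 SD, set per screening run, cut at about 8.8% in these data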;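 note: cells exposed to compound for 20 h before luminescence read; 0% = DMSO alone and 100% = MG132 at 30 µM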
CHOP inh: blocks CHOP induction under ER stress | CHO-K1 CHOP-promoter luciferase, tunicamycin-induced, 15-18 h | inhibition, % at 10 µM | actives 3.8% (n = 220,000) | AID 2732;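 active = compounds that reduced the stress-induced luciferase reporter signal by more than about 70% of percent inhibition, limit read from the data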;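 note: 0% = tunicamycin plus vehicle and 100% = wells without tunicamycin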
TbHK1 inh: blocks Trypanosoma brucei hexokinase 1 activity; recombinant TbHK1, G6PDH-coupled NADH A340; inhibition, % at 10 µM; actives 0.11% (n = 220,000); AID 1430;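 active = inhibition of 50% or more in the single-dose primary screen; inactive = inhibition below 50%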
TNF necrop inh: blocks TNF-alpha induced death of Jurkat FADD-/- cells; Jurkat FADD-/- TNF necroptosis rescue, ATP luminescence, 24 h; 0 = TNF only, 100 = no-TNF cells; activation (protection from cell death), % at 10 µM; actives 0.068% (n = 220,000);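 active = activation, meaning protection from cell death, of at least 50% relative to plate controls; inactive = activation below 50%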;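 note: necroptosis triggered by 40 ng/mL TNF-alpha added together with compound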
FXIIa inh: blocks human coagulation factor XIIa protease activity; P00748; purified FXIIa, Boc-QGR-AMC fluorogenic substrate, 2 h; actives 0.3% (n = 220,000); inhibition, % at 5 µM; in the data active = inhibition above about 40%;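 note: 0% = enzyme with no compound and 100% = blank without enzyme; many of its hits are not listed in these tables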
zVAD death inh: blocks zVAD induced death of L929 cells; L929 zVAD necroptosis rescue, ATP luminescence, 24 h; with zVAD 60 µM; viability rescue, % at 10 µM; actives 0.38% (n = 220,000);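 active = activation, scaled between plate controls, above about 75%, limit read from the data; inactive = activation under that limit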;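 note: 0% = zVAD with DMSO and 100% = DMSO alone without zVAD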
Numbers without * were called inactive; & = joins results of further samples. These rows are one share of the data (hit frequency here may not be typical).

For Cc1ccccc1Cn1ccc(NC(=O)c2cc3ncc(Br)cn3n2)n1 the results were EP2 antag 6, PPC-1+TRAIL kill 11, FXIa inh 1536 -5, Wee1 stabilizer -1, CHOP inh 11, TbHK1 inh 2, TNF necrop inh 4.6, FXIIa inh 7 and zVAD death inh 11.
CCOc1ccc(N(CC(=O)NCCCOC)S(C)(=O)=O)cc1 was read as EP2 antag -2, PPC-1+TRAIL kill 6, FXIa inh 1536 -6, Wee1 stabilizer -3, CHOP inh 27, TbHK1 inh -5, TNF necrop inh -0.6, FXIIa inh -3 and zVAD death inh 2.1.
Screening O=C(CSc1ncn[nH]1)NC1CCCc2ccccc21 (stereo unspecified) returned EP2 antag 7, PPC-1+TRAIL kill 2, FXIa inh 1536 2, Wee1 stabilizer -3, CHOP inh -1, TbHK1 inh 0, TNF necrop inh 1.9, FXIIa inh 2 and zVAD death inh 0.2.
For O=C(Nc1nc(-c2ccccc2)cs1)c1ccccc1NS(=O)(=O)c1ccc(F)cc1 the results were EP2 antag 16, PPC-1+TRAIL kill 23, FXIa inh 1536 5, Wee1 stabilizer 3, CHOP inh 62, TbHK1 inh 3, TNF necrop inh -9.7, FXIIa inh 5 and zVAD death inh 2.8.
Screening CCOc1cc(NC(=O)c2ccco2)c(OCC)cc1NC(=O)COc1ccccc1C returned EP2 antag 9, Wee1 stabilizer -1, TbHK1 inh -16, TNF necrop inh -4.2 and zVAD death inh 0.1.
`CCn1c(SCC(=O)OC)nnc1-c1ccc(C)cc1` gave EP2 antag 7, PPC-1+TRAIL kill 14, FXIa inh 1536 1, Wee1 stabilizer -2, CHOP inh 4, TbHK1 inh -8, TNF necrop inh 2.5, FXIIa inh 4 and zVAD death inh 1.3.
Screening Cc1ccc(NC2=C(N3CCCCC3)C(=O)c3ccccc3C2=O)cc1 returned EP2 antag -10, PPC-1+TRAIL kill 12, FXIa inh 1536 2, Wee1 stabilizer -3, CHOP inh -27, TbHK1 inh -1, TNF necrop inh -11, FXIIa inh 9 and zVAD death inh 0.8.
For CCOc1ccc(Nc2ccnc3cc(Cl)ccc23)cc1 the results were EP2 antag 7, PPC-1+TRAIL kill 25, FXIa inh 1536 1, Wee1 stabilizer -5, CHOP inh -9, TbHK1 inh -11, TNF necrop inh 1.0, FXIIa inh 9 and zVAD death inh -0.7.
`Cc1cccc(CC2S/C(=N/c3ccccn3)NC2=O)c1` (stereo unspecified) gave EP2 antag 4, PPC-1+TRAIL kill 11, FXIa inh 1536 -15, Wee1 stabilizer -1, CHOP inh -8, TbHK1 inh 4, TNF necrop inh -0.8, FXIIa inh 0 and zVAD death inh -0.6.
For COc1ccc(OC)c(/C=N/NC(=O)Cc2nc3ccccc3[nH]2)c1 the results were EP2 antag 3, PPC-1+TRAIL kill -1, FXIa inh 1536 12, Wee1 stabilizer -2, CHOP inh -23, TbHK1 inh -13, TNF necrop inh -1.1, FXIIa inh 16 and zVAD death inh -0.2.
`CN(C(=O)c1c[nH]c(=O)cc1C(F)(F)F)c1ccc(Cl)cc1` gave EP2 antag 7, PPC-1+TRAIL kill 18, FXIa inh 1536 3, Wee1 stabilizer 3, CHOP inh -4, TbHK1 inh 4, TNF necrop inh -1.1, FXIIa inh 12 and zVAD death inh 0.5.
Screening CC(C)Cc1cc(C(=O)NCCN2CCOCC2)no1 returned EP2 antag 11, PPC-1+TRAIL kill 4, FXIa inh 1536 5, Wee1 stabilizer -3, CHOP inh -13, TbHK1 inh 3, TNF necrop inh 2.0, FXIIa inh 0 and zVAD death inh 0.5.

Arranged by formula weight (largest number first): some entries from above
For O=C(Nc1nc(-c2ccccc2)cs1)c1ccccc1NS(=O)(=O)c1ccc(F)cc1 the results were EP2 antag 16, PPC-1+TRAIL kill 23, FXIa inh 1536 5, Wee1 stabilizer 3, CHOP inh 62, TbHK1 inh 3, TNF necrop inh -9.7, FXIIa inh 5 and zVAD death inh 2.8.
Screening CCOc1cc(NC(=O)c2ccco2)c(OCC)cc1NC(=O)COc1ccccc1C returned EP2 antag 9, Wee1 stabilizer -1, TbHK1 inh -16, TNF necrop inh -4.2 and zVAD death inh 0.1.
For COc1ccc(OC)c(/C=N/NC(=O)Cc2nc3ccccc3[nH]2)c1 the results were EP2 antag 3, PPC-1+TRAIL kill -1, FXIa inh 1536 12, Wee1 stabilizer -2, CHOP inh -23, TbHK1 inh -13, TNF necrop inh -1.1, FXIIa inh 16 and zVAD death inh -0.2.
`CN(C(=O)c1c[nH]c(=O)cc1C(F)(F)F)c1ccc(Cl)cc1` gave EP2 antag 7, PPC-1+TRAIL kill 18, FXIa inh 1536 3, Wee1 stabilizer 3, CHOP inh -4, TbHK1 inh 4, TNF necrop inh -1.1, FXIIa inh 12 and zVAD death inh 0.5.
`Cc1cccc(CC2S/C(=N/c3ccccn3)NC2=O)c1` (stereo unspecified) gave EP2 antag 4, PPC-1+TRAIL kill 11, FXIa inh 1536 -15, Wee1 stabilizer -1, CHOP inh -8, TbHK1 inh 4, TNF necrop inh -0.8, FXIIa inh 0 and zVAD death inh -0.6.

More compounds.
For COc1ccccc1NC(=O)C1=C(C)Nc2nc(-c3ccccc3)nn2C1c1ccccn1 (stereo unspecified) the results were EP2 antag 12, PPC-1+TRAIL kill 12, FXIa inh 1536 4, Wee1 stabilizer -2, CHOP inh 8, TbHK1 inh -15, TNF necrop inh 1.0, FXIIa inh -6 and zVAD death inh 0.3.
`Cc1c(C#N)c(=O)oc2ccc3ccccc3c12` gave EP2 antag 8, PPC-1+TRAIL kill 26, FXIa inh 1536 -6, Wee1 stabilizer -2, CHOP inh 17, TbHK1 inh -9, TNF necrop inh -2.8, FXIIa inh -11 and zVAD death inh 0.3.
`CCN(CC)C(=O)Sc1cccc2cccnc12` gave EP2 antag 9, PPC-1+TRAIL kill 16, FXIa inh 1536 -1, Wee1 stabilizer 3, CHOP inh -7, TbHK1 inh -5, TNF necrop inh -3.8, FXIIa inh 23 and zVAD death inh -0.2.
O=C(Nc1ccccc1Br)c1c(F)cccc1Cl was read as EP2 antag 1, PPC-1+TRAIL kill 26, FXIa inh 1536 -1, Wee1 stabilizer -1, CHOP inh -6, TbHK1 inh -1, TNF necrop inh -2.1, FXIIa inh 6 and zVAD death inh 1.1.
Screening O=C(c1cccs1)N1CCc2ccccc2C1 returned EP2 antag 13, FXIa inh 1536 -6, Wee1 stabilizer 0, CHOP inh -5, TbHK1 inh 0, TNF necrop inh 2.0, FXIIa inh 5 and zVAD death inh 1.5.
CCOc1ccc2nc(SCC)[nH]c2c1 was read as EP2 antag 7, PPC-1+TRAIL kill 9, FXIa inh 1536 -10, Wee1 stabilizer -2, CHOP inh -32, TbHK1 inh 1, TNF necrop inh -0.1, FXIIa inh -6 and zVAD death inh 0.0.
Screening Oc1ccc(/C(Cc2ccc3ccccc3n2)=N\Nc2ccccc2)c(O)c1 returned EP2 antag 6, PPC-1+TRAIL kill 2, FXIa inh 1536 2, Wee1 stabilizer 3, CHOP inh 40, TbHK1 inh -16, TNF necrop inh -1.1, FXIIa inh 10 and zVAD death inh 1.1.
Cc1cc(C)cc(NC(=O)COc2ccc3c(C)c(Cc4ccccc4)c(=O)oc3c2)c1 was read as EP2 antag 10, PPC-1+TRAIL kill 19, FXIa inh 1536 4, Wee1 stabilizer 4, CHOP inh 30, TbHK1 inh 9, TNF necrop inh -0.3, FXIIa inh 4 and zVAD death inh 0.2.
Screening COc1cc2[nH]c(=O)n(CCCC(=O)N3CC=C(c4ccccc4)CC3)c(=O)c2cc1OC returned EP2 antag 6, PPC-1+TRAIL kill 0, FXIa inh 1536 2, Wee1 stabilizer -2, CHOP inh 13, TbHK1 inh -4, TNF necrop inh -2.9, FXIIa inh 11 and zVAD death inh -0.3.
`CCN(CC)S(=O)(=O)c1ccc2oc(Nc3ccc4c(c3)OCCO4)nc2c1` gave EP2 antag 22, PPC-1+TRAIL kill 25, FXIa inh 1536 -2, Wee1 stabilizer 3, CHOP inh 28, TbHK1 inh 10, TNF necrop inh 3.1, FXIIa inh 8 and zVAD death inh 4.1.
Cc1onc(NC(=O)c2ccc(Cl)cc2Cl)c1Br was read as EP2 antag 2, PPC-1+TRAIL kill 20, FXIa inh 1536 -1, Wee1 stabilizer -2, CHOP inh -4, TbHK1 inh -7, TNF necrop inh -0.2, FXIIa inh 8 and zVAD death inh 0.0.
O=C(Nc1ccccc1)N1CCCc2ccccc21 was read as EP2 antag 9&8, PPC-1+TRAIL kill -12, FXIa inh 1536 -4, Wee1 stabilizer -2, CHOP inh 52, TbHK1 inh 4, TNF necrop inh 0.4, FXIIa inh 0 and zVAD death inh 1.0.
For COc1ccc(CC(=O)N2CCN=C2SC)cc1 the results were EP2 antag 12, PPC-1+TRAIL kill 4, FXIa inh 1536 22, Wee1 stabilizer -3, CHOP inh 3, TbHK1 inh -12, TNF necrop inh -0.1, FXIIa inh 35 and zVAD death inh 1.0.
`COc1cccc(C2c3[nH]c4ccccc4c3CCN2CCCn2cccn2)c1` (stereo unspecified) gave EP2 antag 6, PPC-1+TRAIL kill 10, FXIa inh 1536 2, Wee1 stabilizer 0, CHOP inh 8, TbHK1 inh -1, TNF necrop inh -0.7, FXIIa inh 9 and zVAD death inh -0.1.
For CCn1c(SCC(=O)Nc2ccc(C)cc2)nnc1-c1ccccn1 the results were EP2 antag 15, PPC-1+TRAIL kill 26, FXIa inh 1536 -4, Wee1 stabilizer 0, CHOP inh 10, TbHK1 inh -1, TNF necrop inh 2.1, FXIIa inh 0 and zVAD death inh 0.4.
`Cc1noc(C)c1COC(=O)c1ccc2c(c1)OCCO2` gave EP2 antag 7, PPC-1+TRAIL kill -13, FXIa inh 1536 1, Wee1 stabilizer 2, CHOP inh 3, TbHK1 inh 3, TNF necrop inh -1.0, FXIIa inh 7 and zVAD death inh 0.1.
Screening Nn1c(SCC(=O)Nc2ccc3c(c2)OCO3)nnc1-c1ccccc1 returned EP2 antag 6, PPC-1+TRAIL kill -13, FXIa inh 1536 -5, Wee1 stabilizer -1, CHOP inh 18, TbHK1 inh 1, TNF necrop inh 0.9, FXIIa inh 13 and zVAD death inh 0.7.
Oc1c(C=Nc2cccc3cccnc23)sc2ccccc12 was read as EP2 antag 4, PPC-1+TRAIL kill 3, FXIa inh 1536 8, Wee1 stabilizer -2, CHOP inh -48, TbHK1 inh 33, TNF necrop inh -17, FXIIa inh 17 and zVAD death inh -0.5.
COc1nc(OC)nc(N2CCCCCC2)n1 was read as EP2 antag 3&-2, PPC-1+TRAIL kill 0, FXIa inh 1536 2, Wee1 stabilizer -2, CHOP inh 50, TbHK1 inh 2, TNF necrop inh -0.4, FXIIa inh 10 and zVAD death inh -0.8.
O=c1c(-c2ccc3c(c2)OCCO3)coc2c(CN3CCOCC3)c(O)ccc12 was read as EP2 antag 15, PPC-1+TRAIL kill 16, FXIa inh 1536 -6, Wee1 stabilizer 5, CHOP inh -13, TbHK1 inh -23, TNF necrop inh -3.1, FXIIa inh 5 and zVAD death inh -0.4.
CCc1ccc(-n2c(Cn3nc(C(F)(F)F)cc3C)n[nH]c2=S)cc1 was read as EP2 antag 10, PPC-1+TRAIL kill 15, FXIa inh 1536 -2, Wee1 stabilizer -1, CHOP inh 10, TbHK1 inh -3, TNF necrop inh -3.2, FXIIa inh 15 and zVAD death inh 0.9.
CSc1nnc(-c2ccc(Cl)cc2Cl)o1 was read as EP2 antag 16, PPC-1+TRAIL kill 18, FXIa inh 1536 1, Wee1 stabilizer 1, CHOP inh -21, TbHK1 inh 2, TNF necrop inh -1.4, FXIIa inh 23 and zVAD death inh -0.1.
